# High-throughput results deposited in PubChem by National Center for Advancing Translational Sciences (NCATS).
# RECQ1 helicase: qHTS Assay for Inhibitors of RecQ-Like Dna Helicase 1 (RECQ1); hit rate 0.54% among 240,000; RECQ1 DNA unwinding, red fluorescence kinetic read; ATP-dependent DNA helicase Q1 (Homo sapiens), P46063; Potency, µM (titrated, usually from 57.3 µM), without a hit: top-dose activity, negative = inhibition, actives largely listed as inhibitors;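 note: plate controls were vehicle for no effect and no enzyme for full effect; nearly all actives have a fitted effect of over 30% in size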
#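 50 nM RECQ1T1 preincubated 15 min with compound in Tris pH 8.0 buffer with MgCl2, DTT, Tween-20 and 2.5 ug/ml poly(dI-dC); started with 200 nM TAMRA/BHQ-2 forked duplex and 2 mM ATP. Unwinding read as fluorescence (525/598 nm), two reads 2 h apart.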
# SMN2 splice up: qHTS Assay for Enhancers of SMN2 Splice Variant Expression; HEK293 SMN2-luciferase splicing reporter, luminescence, 30-36 h; Potency, µM (titrated, usually from 46.1 µM), for inactives: at the highest dose activity change, positive = activation, hits mostly activators; hit rate 2.8% among 210,000; AID 1458, 2008; note: % of control where 0% means no effect; nearly all actives have a fitted effect of over 55% in size
#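 qHTS luciferase splicing reporter: luminescence rises when SMN2 exon 7 is included in transfected HEK293 cells. Compound exposure lasted 30-36 h at 37C, with 4.5 mM final sodium butyrate as control, followed by a ONE-Glo read.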
# KinaseGlo FLuc: Counterscreen for Luciferase (Kinase-Glo TM) Inhibition. Luciferin 4-monooxygenase (Photuris pensylvanica), Q27757. hit rate 0.28% among 200,000. Kinase-Glo luciferase, ATP luminescence, 8 min. Potency, µM (top dose mostly 38.3 µM), for inactives: top-dose activity change, negative = inhibition, usual class: inhibitors; note: % is set by controls: 0 for no effect and ±100 for the full control effect; nearly all actives have a fitted effect of over 60% in size
#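 Light output from Kinase-Glo luciferase with luciferin and 10 uM ATP in 50 mM imidazole pH 7.2, KCl, MgCl2, Tween 20, BSA; compound pin-delivered, 8-min ambient incubation, then luminescence read.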
# ALDH1A1 block: qHTS Assay for Inhibitors of Aldehyde Dehydrogenase 1 (ALDH1A1); Purified ALDH1A1, NADH fluorescence, propionaldehyde substrate; Aldehyde dehydrogenase 1A1 (Homo sapiens), P00352; hit rate 7.3% among 220,000; Potency, µM (top dose mostly 75.3 µM), without a hit: at the top dose activity, negative = inhibition, most hits filed as inhibitors; active = well fitted inhibition curve with a large enough effect, not every such curve was filed as active; inconclusive = small, poorly fitted or top-dose-only effect, or another doubt; inactive = no such curve, though single readings can be large or run the other way;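 note: plate controls were no enzyme wells and a reference inhibitor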
# JMJD2E inh: qHTS Assay for Inhibitors of Human Jumonji Domain Containing 2E (JMJD2E); Lysine-specific demethylase 4E (Homo sapiens), B2RXH2; JMJD2E catalytic domain, FDH-coupled NADH fluorescence (FDH is formaldehyde dehydrogenase); Potency, µM (titrated, usually from 57.1 µM), for the others: top-dose activity change, negative = inhibition, most hits filed as inhibitors; hit rate 1.6% among 230,000; active = well fitted inhibition curve with a large enough effect, not every such curve was filed as active; inconclusive = small, poorly fitted or top-dose-only effect, or another doubt; inactive = no such curve, though single readings can be large or run the other way;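 note: 0% = wells with enzyme and -100% = buffer wells without enzyme; nearly all actives have a fitted effect of over 50% in size; many of its hits are not listed in these tables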
# Tau ThT inhib: qHTS for Inhibitors of Tau Fibril Formation, Thioflavin T Binding; Potency, µM (series often up to 57.4 µM), without a hit: at the highest dose activity, negative = inhibition, actives largely listed as inhibitors; recombinant tau K18 P301L, heparin-induced fibrillization, ThT fluorescence; hit rate 2.1% among 270,000; AID 1460, 2008; Microtubule-associated protein tau (Homo sapiens), P10636; note: % is set by controls: 0 for no effect and ±100 for the full control effect; nearly all actives have a fitted effect of over 55% in size
# Target sequence (P10636 561-689 P618L limits assumed): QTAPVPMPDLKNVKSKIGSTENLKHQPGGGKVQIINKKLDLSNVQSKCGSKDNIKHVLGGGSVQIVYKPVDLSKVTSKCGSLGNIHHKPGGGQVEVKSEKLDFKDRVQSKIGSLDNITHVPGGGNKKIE
#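 Using a mix of unlabeled (15 uM) and Alexa 594-labeled (0.24 uM) tau K18 P301L, heparin-triggered fibrillization over 6 hr at 37 C was scored by ThT fluorescence.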
# LMNA splice mod: qHTS Assay for Modulators of Lamin A Splicing; HeLa LMNA splicing GFP/RFP minigene ratio, 48 h; Potency, µM (top dose mostly 46.1 µM), without a hit: at the highest dose ratio change, negative = inhibition, usual class: inhibitors; hit rate 0.01% among 200,000; active = well fitted inhibition curve with a large enough effect in the signal ratio, with a control signal flat, not every such curve was filed as active; inconclusive = small, poorly fitted or top-dose-only effect, or effect the other way, or a change in a side signal; the % refers to the signal ratio; note: % is set by controls: 0 for no effect and ±100 for the full control effect
#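 S3 HeLa stable clones carrying a lamin A-EGFP splicing minigene plus DsRed2 were seeded at 600 cells/well in Opti-MEM with 2% FBS, pin-dosed and incubated 48 h at 37°C. Acumen cytometry (488 nm) gave the GFP/RFP total-intensity ratio.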
# L3MBTL1 inh: qHTS Assay for the Inhibitors of L3MBTL1 | Lethal(3)malignant brain tumor-like protein 1 (Homo sapiens), Q9Y468 | AlphaScreen L3MBTL1–H3K9me1 peptide binding | Potency, µM (doses to about 57.1 µM), for the others: top-dose activity, negative = inhibition, usual class: inhibitors | hit rate 0.66% among 230,000 | AID 485360, 2010; note: % is set by controls: 0 for no effect and ±100 for the full control effect; nearly all actives have a fitted effect of over 60% in size
# Target sequence (Q9Y468 whole entry, looked up): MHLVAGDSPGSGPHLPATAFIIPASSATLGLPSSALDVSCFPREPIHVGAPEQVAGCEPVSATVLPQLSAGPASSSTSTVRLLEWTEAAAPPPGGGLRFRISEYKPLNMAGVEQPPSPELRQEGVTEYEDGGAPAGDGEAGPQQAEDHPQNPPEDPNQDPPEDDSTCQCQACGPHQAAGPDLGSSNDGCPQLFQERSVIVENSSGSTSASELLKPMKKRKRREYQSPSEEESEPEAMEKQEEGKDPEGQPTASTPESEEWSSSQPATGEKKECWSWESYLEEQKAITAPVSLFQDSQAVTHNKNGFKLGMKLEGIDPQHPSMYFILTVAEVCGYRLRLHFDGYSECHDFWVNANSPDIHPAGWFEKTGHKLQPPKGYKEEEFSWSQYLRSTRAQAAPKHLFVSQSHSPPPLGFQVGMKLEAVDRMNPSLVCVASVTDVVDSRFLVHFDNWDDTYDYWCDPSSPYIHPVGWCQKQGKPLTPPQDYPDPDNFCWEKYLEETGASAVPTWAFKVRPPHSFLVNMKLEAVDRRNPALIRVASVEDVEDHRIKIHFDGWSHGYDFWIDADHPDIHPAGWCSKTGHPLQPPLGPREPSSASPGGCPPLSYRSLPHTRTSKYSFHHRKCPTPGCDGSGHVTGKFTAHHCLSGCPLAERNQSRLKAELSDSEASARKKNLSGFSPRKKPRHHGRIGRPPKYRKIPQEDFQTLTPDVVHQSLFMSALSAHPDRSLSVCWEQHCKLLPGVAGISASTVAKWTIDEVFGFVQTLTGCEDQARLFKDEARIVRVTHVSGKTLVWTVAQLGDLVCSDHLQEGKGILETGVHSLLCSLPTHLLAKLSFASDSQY
#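 First, the protein-peptide complex forms for 30 min at room temperature (L3MBTL1 50 nM, biotinylated H3K9me1 peptide 75 nM). Next, compounds are pin-transferred and incubated 30 min. Finally, AlphaScreen beads are added and read after 30 min.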
# An asterisk follows results filed as active; i = inactive; ? = inconclusive; . = not tested or not shown; & = joins results of further samples; [ ] = remark or other dose. Unless noted, calls come from the whole dose curve; as a rule, active = well fitted curve in the direction sought with a large enough effect; inconclusive = small, poorly fitted or top-dose-only effect, or another doubt; inactive = no such curve, though single readings can be large; an effect the other way counts as inactive or inconclusive. Potency is the fitted concentration of half-maximal effect. A portion of the library; count on the stated rates, not on these rows.
SMILES,RECQ1 helicase,SMN2 splice up,KinaseGlo FLuc,ALDH1A1 block,JMJD2E inh,Tau ThT inhib,LMNA splice mod,L3MBTL1 inh
Cc1nc(C)c(C)nc1C,-7%,.,.,.,4%,-8%,9%[46 µM],.
COc1ccc(NS(=O)(=O)c2ccc(NC(=O)c3ccccc3Br)cc2)nn1,0%,.,2%,3%,6%,-5%,?,7%
CCCc1nn(C)c(C(=O)Nc2ccc(CC)cc2)c1Cl,-3%,5%,-3%,-1%,-6%,-17%,?,18%
Cc1cc(C)n(-c2cc(Cl)cc(Cl)c2)c(=O)c1C#N,-2%,4%,-1%,9%,?,1%,1%,1%
Cc1nc(-c2ccc(C(=O)Nc3ccc(F)cc3)cc2)cs1,i,8%,?,6%,-8%,-13%,-9%[46 µM],10%
NC(=Nc1ccccc1)NC(=O)c1nc(Cl)c(N)nc1N,61%&3%[activator],14µM*,-11%,?,?,-4%&-6%&-5%,?,.
COc1ccc(-c2ccc(CCC(=O)O)n2-c2ccc(O)cc2)cc1,i,3%,-1%,?,?,?,-1%[46 µM],.
CNCc1ccccc1Sc1ccc(OC)cc1,-10%,-6%,-3%,5%,-6%,-2%,-1%,-11%
COc1ccccc1CN1CCC2(CCNCC2)CC1,i,-16%,-2%,8%,.,.,.,.
COc1ccc(-n2c(-c3cnccn3)n[nH]c2=S)cc1,?,5%,-2%,-4%,?,2%,9%,1%
Cc1ccc(NCc2nc3ccccc3n2CCOc2ccccc2)cc1,-8%,12%[1.84 µM],-10%,?,10%,?,?,?
C=CCn1c(SCC(=O)NC(N)=O)nnc1-c1cc2c(s1)CCC(CC)C2 (stereo unspecified),-2%,-30%,2%,5%,?,-17%,-6%,-1%
CN(C)c1ccc(-n2cccc2/C=C/[N+](=O)[O-])cc1,-20%,-41%[inhibitor],-2%,?,-11%,?,-16%[46 µM],.
O=C(O)CCc1ccc(-c2cccs2)n1NC(=O)c1ccc(Cl)cc1,-1%,-21%,1%,?,-4%,-17%,7%,-3%
O=C(c1cc(S(=O)(=O)N2CCOCC2)ccc1F)N1CCN(Cc2ccccc2)CC1,i,-22%,-5%,-12%,6%,-1%,-5%,0%
Cc1ccc(NC(=O)c2ccc(OC(=O)c3ccco3)cc2)cc1,?,13µM*,5%,-1%,3%,-11%,1%,.
O=C(Cc1ccccc1)NCc1n[nH]c(=S)n1-c1ccc(Br)cc1,-8%,?,3%,2%,2%,-3%,.,.
Cc1nn(Cc2ccc(F)cc2)c(C)c1NC(=O)c1cnn2c1NC(c1ccccc1)CC2C(F)(F)F (stereo unspecified),-8%,10%,-4%,0%,-6%,-17%,-7%,.
CC(=O)c1ccc(NC(=O)N[C@@H](Cc2ccccc2)C(=O)O)cc1,-1%,0%,0%,5%,1%,-12%,16%,-3%
Nc1nonc1C(=O)N/N=C/c1ccc(-c2ccc(Cl)c(C(=O)O)c2)o1,3%,14%,1%,4µM*,?,?,-12%[46 µM],-92%
Cc1cc2nc(C3CCCN(C(=S)Nc4ccccc4C)C3)[nH]c2cc1C (stereo unspecified),-6%,6%,0%,-10%,34%[activator],-8%,8%[0.0737 µM],1%
Cc1ccsc1C1C(C#N)=C(N)Oc2n[nH]c(C)c21 (stereo unspecified),-3%,13%,-2%,-4%,0%,?,-8%[9.22 µM],-1%
CCOc1cc(NC(=S)NCCCN2CCOCC2)c(OCC)cc1NC(=O)c1ccccc1C,-16%,-13%,0%,4%,0%,-14%,?,-5%
CCCCN(CC)C(=O)CSc1nc2c(sc(=S)n2-c2ccc(OCC)cc2)c(=O)[nH]1,20%,-27%,-1%,0%,-5%,-15%,19%[9.22 µM],.
COc1ccc(Br)cc1CN1CCN(C(=O)c2ccc(F)cc2)CC1,i,.,-4%,?,?,-3%,18%[46 µM],-2%
SMILES,RECQ1 helicase,SMN2 splice up,KinaseGlo FLuc,ALDH1A1 block,JMJD2E inh,Tau ThT inhib,LMNA splice mod,L3MBTL1 inh
Cc1cccc(N(C(=O)c2snc(C(N)=O)c2N)C(C(=O)NCC2CCCO2)c2cccs2)c1 (stereo unspecified),-9%,.,-2%,?,?,-20%,.,6%
CCOC(=O)CN1C(=O)N[C@@H](c2cccc(F)c2)C(C(C)=O)=C1C,1%[11.5 µM],-4%[9.22 µM],-1%[7.66 µM],7%[13.5 µM],-5%[11.4 µM],1%[11.5 µM],23%[9.22 µM],.
CCn1cc(C(=O)NC(C)C2CC3CCC2C3)cn1 (stereo unspecified),3%,1%,-1%,10%,1%,-9%,4%,1%
O=S(=O)(/C=C/c1ccccc1)N1CCN(Cc2ccccc2)CC1,i,-6%,-2%,-19%,-1%,-15%,14%[46 µM],-2%
COc1ccc(Br)cc1/C=N/NC(=O)c1ccc(COc2ccc3c(c2)CCC3)o1,i,24%,-4%,?,?,?,14%,5%
CCC(C)C(=O)OC1CCC=C2C=CC(C)C(CCC3CC(O)CC(=O)O3)[C@@H]21 (stereo partly specified),-4%,-1%,-2%,-11%,-9%,1%,?,.
Cc1nc(=O)c(-c2ccccc2)c(C)n1Cc1ccccc1,4%,-18%,1%,18%,-1%,-2%,12%,1%
C=CCNc1nc(Nc2ccc(OC)cc2OC)nc(OCC)n1,-2%,?,-7%,1%,1%,-17%,?,-9%
CCN1CCN(c2ccc(S(=O)(=O)N(CC)CC)cc2[N+](=O)[O-])CC1,1%,11%,-3%,7%,11%,7%,4%,-8%
CC(C)CC1NC(=O)N(CC(=O)N2CCN(S(=O)(=O)c3ccc4ccccc4c3)CC2)C1=O (stereo unspecified),-4%,-17%,6%,-7%,0%,-6%,-11%,4%
CCOc1ccccc1NC(=O)CN(c1ccc(OC)cc1)S(=O)(=O)c1c(C)noc1C,?,-11%,1%,5%,-3%,-9%,?,-2%
COc1cc2c(cc1OC)CN(Cc1cc(=O)n3c(-c4ccccc4)csc3n1)CC2,11%,6%,-1%,-14%,?,?,14%[46 µM],.
CC(C)(C)NC(=O)C(c1ccc(F)cc1)N(Cc1ccco1)C(=O)Cn1nnc(-c2cccs2)n1 (stereo unspecified),-12%,3%,-2%,8%,5%,2%,-5%,-7%
CC(C)COC(=O)c1ccc2c(c1O)C(=O)c1ccccc1C2=O,-8%,?,-14%,?,2%,13µM*,-9%,.
CCOC(=O)C(NC(C)=O)(Nc1ccc(S(=O)(=O)Nc2nccs2)cc1)C(F)(F)F (stereo unspecified),-1%,0%,1%,?,8%,-16%,1%,7%
COc1ccc(C(=O)NCCSCc2ccc(C)cc2)cc1,-10%,-33%[inhibitor],-1%,2.2µM*,6%,-7%,0%[0.0737 µM],-2%
C=CCn1c(SCC(=O)N2CCCC2)nc2scc(-c3cccs3)c2c1=O,i,-3%,-2%,?,-8%,-8%,-15%,2%
Cc1ccccc1N=Cc1c(O)n(-c2nccs2)c(=O)c2ccccc12,-9%,-3%,0%,-11%,-10%,-12%,-6%,-6%
O=C(CCNC(=O)c1ccccc1)Nc1ccc(F)c(Cl)c1,-3%,8%,0%,7%,4%,-3%,-6%,-2%
COc1ccc(-c2[nH]ncc2CN(C)Cc2cnccn2)c(OC)c1,-18%,10%,-3%,-3%,9%,4%,?,8%
O=C1CCC(C(=O)N(c2ccccc2)C2(C(=O)NC3CCCCC3)CCCCC2)N1 (stereo unspecified),i,.,.,7.1µM*,-5%,-15%,3%,-1%
CCc1ccccc1NC(=O)CN(c1ccc(OC)cc1OC)S(=O)(=O)c1ccccc1[N+](=O)[O-],-4%,.,-1%,-5%,7%,-10%,?,-7%
O=C1CN(C(=O)COc2ccc(Br)cc2Br)c2ccccc2N1,-1%,-2%,14%,-2%,-4%,-18%,.,.
COc1ccc(C)cc1NC(=O)CSc1ccc(Cl)cc1,38%[activator],-27%,3%,-6%,-28%,-16%,?,29%
CC(=O)Oc1c(Cl)c(N2CCOCC2)c(OC(C)=O)c2ccccc12,-1%,0%,-1%,10%,-3%,?,-2%,.
SMILES,RECQ1 helicase,SMN2 splice up,KinaseGlo FLuc,ALDH1A1 block,JMJD2E inh,Tau ThT inhib,LMNA splice mod,L3MBTL1 inh
CC(C)CC1(C)NC(=O)N(CC(=O)Nc2cccc(S(=O)(=O)N(C)c3ccccc3)c2)C1=O (stereo unspecified),i,11%,2%,12%,7%,4%,-28%[46 µM],4%
COc1ccccc1OCC(=O)Nc1cccc(C(=O)N2CCOCC2)c1,-5%,-55%[inhibitor],4%,?,6%,-3%,-4%,3%
COc1ccc(Cc2nnc(SCC(=O)NCC3CCCO3)o2)cc1 (stereo unspecified),-13%,-6%,-1%,?,-4%,-2%,2%,3%
CC1CCCCC1NC(=O)CSc1nncn1N (stereo unspecified),i,-1%,0%,-2%,10%,-3%,.,9%
Cc1cc(C)c(NC(=O)CS)c(Cl)c1,i,-10%,1%,?,-4%,?,-24%[46 µM],18%
Cc1oc(-c2cccs2)nc1CS(=O)CC(=O)NCCCOC(C)C (stereo unspecified),-4%,-12%,2%,2%,0%,?,-6%,-2%
CN(C)C(CN=C1NS(=O)(=O)c2ccccc21)c1ccco1 (stereo unspecified),-24%,-4%,0%,2%,-21%,-3%,.,-10%
CC1(C)COC(c2cc([N+](=O)[O-])ccc2Cl)=N1,-12%,-3%,1%,3%,-2%,-9%,14%,.
CCC(C(=O)Nc1ncn[nH]1)(C(F)(F)F)C(F)(F)F,-1%,15%,-6%,5%,2%,-6%,4%,3%
